High-throughput results (PubChem)
Pf Dd2 growth – inhibitors of Plasmodium falciparum Dd2 growth | P. falciparum Dd2 growth, SYBR Green, 72 h | Potency, µM (doses to about 28.9 µM), for inactives: top-dose activity, negative = inhibition, usual class: inhibitors | 120,000 compounds, 4.3% hits | AID 1347417; active = well fitted inhibition curve with a large enough effect; inconclusive = small, poorly fitted or top-dose-only effect; inactive = no such curve, though single readings can be large or run the other way;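 note: plate controls were DMSO vehicle for no effect and reference drug for full effect; nearly all actives have a fitted effect of over 65% in size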
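Infected erythrocytes (Dd2, 0.3% parasitemia, 2.5% hematocrit final) are added to compound in RPMI-1640/Albumax II medium, grown 72 h at 37C in low oxygen, then lysed with saponin/Triton-X containing SYBR Green and read by fluorescence.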
An asterisk follows results filed as active; i = inactive; ? = inconclusive; [ ] = remark or other dose. Potency is the fitted concentration of half-maximal effect.

SMILES | Pf Dd2 growth
CCOc1cc(C2CC(=O)Nc3c2c(C)nn3-c2nc(C)cc(C)n2)ccc1O (stereo unspecified) | -28%
CC(C)N1C(=O)C2(CCCCC2)C1C(=O)NCCN1CCCC1 (stereo unspecified) | ?
CCCCC(=O)OC1=CN(Cc2ccccc2)S(=O)(=O)c2ccccc21 | 1%
CCCS(=O)(=O)N1CCCC1C(=O)Nc1ccccc1-c1ccc(OC)cc1 (stereo unspecified) | 5%
Cc1ccc(NC(=O)Cn2c(=O)n(Cc3ccco3)c(=O)c3ccc(C(=O)NC4CCCC4)cc32)c(C)c1 | 1%
CC[C@H]1CN(S(=O)(=O)c2ccc(OC)cc2)CC[C@H]1CC(=O)N(CC)C(=O)NCCCN(C)C | i
CCCCC(=O)NCc1nc2cccnc2n1Cc1ccc(OC)cc1 | i
COc1cc(-c2cc(C)c3c(OC)ccc(OC)c3n2)cc2c1OCCNC2 | 11µM*
CCNc1nccc(N2CCC(CC(=O)NCc3ccc(OC)c(OC)c3)CC2)n1 | i
CCCNC(=O)N1CCN(C(=O)N2CC3CC(C2)[C@H]2CCCC(=O)N2C3)CC1 (stereo partly specified) | 3%
Cc1ccc(C)c(NC(=O)C2CCN(c3cc(C)nc4c(-c5ccc(Cl)cc5)c(C)nn34)CC2)c1 | 40%[activator]
CN1C(=O)c2cccn2CC1C(=O)NCCCN1CCCc2ccccc21 (stereo unspecified) | i

Brought forward from above: two entries, then new ones.
SMILES | Pf Dd2 growth
Cc1ccc(C)c(NC(=O)C2CCN(c3cc(C)nc4c(-c5ccc(Cl)cc5)c(C)nn34)CC2)c1 | 40%[activator]
CN1C(=O)c2cccn2CC1C(=O)NCCCN1CCCc2ccccc21 (stereo unspecified) | i
CC(=O)c1c(C)oc2ccc(N(C(=O)c3ccncc3)S(=O)(=O)c3ccc(F)cc3C)cc12 | -13%
O=C(NCc1cccc(F)c1)C1CCN(C(=O)c2ncn3c2COC(c2ccc(F)cc2)C3)CC1 (stereo unspecified) | i
CCc1ccc(NC(=O)C(Cc2ccccc2)NS(=O)(=O)c2ccc3c(c2)c(=O)n(C)c(=O)n3C)cc1 (stereo unspecified) | ?
O=C(c1ccccc1OCC1CCCN(C2CCCC2)C1)N1CCCC1 (stereo unspecified) | i
COCC1CCN(Cc2cc3cc4c(cc3nc2-c2ccc(Cl)cc2)OCO4)C1 (stereo unspecified) | i
COc1ccc(NC(=O)N[C@H]2[C@H](O)[C@@H](N3CCC(C(N)=O)CC3)[C@@H]3OC[C@H]2O3)cc1 | -29%[44.1 µM]
CCn1nccc1C(=O)N1CCC2(CC1)CC(OCC1CC1)CCO2 (stereo unspecified) | -9%
O=C(NCc1ccccc1)c1ccccc1OC1CN(C2CCC2)C1 | ?
Cc1ccccc1-c1cnc2n[nH]c(-c3ccc4c(c3)OCO4)c2n1 | ?
CCOC(=O)c1c(C)[nH]c(C)c1S(=O)(=O)NCC(=O)Nc1ccc(CC)cc1 | 21%
CCc1cc(=O)n(CC(=O)Nc2cc(C)on2)c(-c2ccccc2)n1 | i
COc1ccc(NC(=O)Cn2cccc2-c2nc(-c3ccc(F)cc3)no2)cc1 | 2.5µM*
Cc1ccc(NC(=O)c2nc(S(C)(=O)=O)ncc2N(Cc2ccc(C(C)(C)C)cc2)Cc2ccco2)cc1C | 7.1µM*
Cc1ccc(-n2ncc(C(=O)NCCN3CCN(C)CC3)c2C2CCN(C(=O)OC(C)(C)C)CC2)c(C)c1 | ?
CCOc1cccc(CNC(=O)c2nnn3c2COC(c2ccc(C)cc2)C3)c1 (stereo unspecified) | ?
CO[C@H]1C(=O)N(C(C)C)[C@H]1C1CCN(C(=O)Nc2ccc(C)c(C)c2)CC1 | ?
COc1ccc(C(=O)N[C@@H]2CCC[C@@H]2C(=O)N2CCN(c3cccc(Cl)c3)CC2)cn1 | ?
Cc1ccc(CNC(=O)CCc2c(C)nc3c4c(C)cc(C)nc4nn3c2C)cc1 | 9%
Cc1c(Cl)cccc1NC(=O)Nc1ccc2snnc2c1 | ?
CCC1CN(C(=O)NCc2ccc(F)cc2)c2ccccc2O1 (stereo unspecified) | -4%
COc1ccc(C(=O)N[C@@H]2CN(c3ncccn3)C[C@H]2CN(C)C)cc1OC | 22%
COc1ccc(C(=O)N(C)Cc2cccn2C)cc1 | -6%[44.1 µM]
CCC1=C(c2ccc(C)cc2)S(=O)(=O)N=C1N1CCC(C(=O)NCc2ccc(C)cc2)CC1 | ?
COc1ccc(-c2nn(C)c3sc(C(=O)N4CCN(c5ccccc5F)CC4)cc23)cc1OC | -11%
CCO[C@H]1CN(C(=O)CCc2ccc(-c3ccc(Cl)cc3)[nH]2)C[C@@H]1O | -20%
CCc1ccc(C(=O)N2C[C@@H](CO)[C@H](c3ccccn3)C2)cc1 | ?
Cc1ccccc1NS(=O)(=O)c1ccc2[nH]c3c(c2c1)CCCCC3 | -8%
CCOc1cc(=O)n2c(c1C(=O)Nc1ccc(Cl)cc1Cl)CCCC2 | -21%
Cc1ccc(C2(O)CCN(C(=O)[C@@H](N)Cc3cnc[nH]3)CC2)nc1 | -14%
C1CNCC(c2nc(CCOCC3CC3)no2)C1 (stereo unspecified) | ?
COC(=O)c1ccccc1NC(=O)c1ccc2nc(Cc3ccccc3)oc2c1 | 24%
O=c1oc2cc(O)ccc2cc1-c1nnc(Nc2ccccc2F)s1 | 63%[activator]
O=C(c1ccc2ccccc2n1)N1CCN(C(=O)N2CC3CC(C2)[C@H]2CCCC(=O)N2C3)CC1 (stereo partly specified) | 8%
CC(=O)c1cccc(NC(=O)CCS(=O)(=O)c2cc3c(cc2C)NC(=O)CO3)c1 | -3%
COc1ccc(OC)c(S(=O)(=O)N2C[C@@H](Oc3cccnc3)C[C@H]2C(N)=O)c1 | 11%
COc1cccc(N2C(=O)C(CC(=O)Nc3ccc(F)cc3)N(CCC3=CCCCC3)C2=O)c1 (stereo unspecified) | i
CCCCN(C(=O)c1cccc(S(=O)(=O)N2CCCCC2)c1)C1CCS(=O)(=O)C1 (stereo unspecified) | 16%
COCc1ccc(C(=O)N2CCNCC(C(=O)O)C2)cc1 (stereo unspecified) | -1%
Cc1ccccc1NC(=O)N1CCC(CCNC(=O)c2ccco2)CC1 | 3%
Cc1ccc(-c2cc(C(=O)N3CCC(Cc4nncn4CC4CC4)CC3)c3ccccc3n2)cc1C | 2.8µM*
O=C(NCCc1ccc(Cl)cc1)c1nc(-c2ccc(F)cc2)c2ccccn12 | 11%
Cc1cccc(-n2c(=O)c3c(c4cc(C)ccc4n3C)n(CC(=O)NCCC3=CCCCC3)c2=O)c1 | 11%
O=C(c1ccoc1)N1CCC(Oc2ncccc2C(=O)N2CCOCC2)C1 (stereo unspecified) | 18%
CNC(=O)c1c(NC(=O)/C=C/c2ccccc2)sc2c1CCC2 | -17%
O=C(Nc1cccc(-c2ccc(N3CCOCC3)nn2)c1)Nc1cccc(Cl)c1F | ?
O=C(NC1CCCCC1)N[C@H]1CO[C@H]2[C@@H]1OC[C@H]2O | 32%[activator][44.1 µM]
COc1ccc(C(=O)N[C@@H]2CCC[C@@H]2C(=O)NCCc2c[nH]c3ccc(OC)cc23)cc1 | ?
CC(C)CC(=O)NCc1nc2cccnc2n1Cc1ccccc1 | 6%
O=C(c1ccc(Cl)cc1)N1CCC2(CC1)C(=O)NCN2Cc1ccc(Cl)cc1 | 53%[activator]
CCOc1ccc(C(=O)N2CCC(N3C(=O)CCC3C(=O)NC(C)C)CC2)cc1 (stereo unspecified) | 10%
CN(Cc1ccccc1C(F)(F)F)C(=O)Nc1ccc(Cl)cc1 | ?
CC(C)N1CCCC2(CCN(C(=O)c3cn[nH]c3-n3cnnn3)C2)C1=O (stereo unspecified) | -1%
N#Cc1cc2c(nc1N1CCN(C3CCCC3)C(CCO)C1)CCCC2 (stereo unspecified) | ?
COCCN1CCCCCC(O)c2cc(C(=O)N3CCN(CC(C)C)CC3)ccc21 (stereo unspecified) | i
CCCCOc1ccc(C(=O)Nc2ccc3c(c2)CCCN3S(=O)(=O)c2ccc(C)cc2)cc1 | i
CC(=O)c1cccc(NC(=O)C2CCN(S(=O)(=O)c3ccc4[nH]c(=O)ccc4c3)CC2)c1 | -8%
COC1C(=O)N(CC2CC2)C12CCN(S(=O)(=O)C(C)C)CC2 (stereo unspecified) | 9%
COc1cc(NC(=O)Cn2c(-c3ccc(Cl)cc3)nc(C)c(CCO)c2=O)cc(OC)c1 | ?
CCOc1ccccc1NC(=O)N1CCCC(Cn2cnc3cccnc32)C1 (stereo unspecified) | i
CNC(=O)c1ccc(CN2CC3(CCN(C(C)=O)CC3)CC2C(=O)O)o1 (stereo unspecified) | 14%

Going on with the list.
SMILES | Pf Dd2 growth
O=S(=O)(c1ccccc1)c1nc(-c2ccc(Cl)cc2Cl)oc1N1CCCCC1 | 11%
CN(CCc1ccccc1)Cc1cnc(S(C)(=O)=O)n1Cc1ccccc1F | i
CC(C)c1cc(C(=O)NCC2OCCc3ccccc32)nc2ncnn12 (stereo unspecified) | -23%
O=C(NCc1ccccc1)C1CCN(C(=O)c2ncn3c2COC(c2ccccc2)C3)CC1 (stereo unspecified) | -13%
Cn1nc(C(=O)NCc2cccc(Cl)c2)c2c1-c1ccccc1SC2 | 5%
Cc1ncc2c(c1CNC(=O)c1cccc(-c3ncc[nH]3)c1)CCNC2 | -2%
CC1=NOC2(CCN(C(=O)c3ccc(C)cc3)C2)C1 (stereo unspecified) | 10%[44.1 µM]
O=C(c1ccc(Br)cc1)N1CCN(c2cc(-c3ccc(Cl)cc3)[nH]n2)CC1 | i
COCC(=O)Nc1ccc(-c2noc([C@@H]3CCCN3C(C)C)n2)cn1 | ?
O=C(Cn1cnc2c(nc3n2CCCCC3)c1=O)Nc1cccc(C(F)(F)F)c1 | ?
O=C1N[C@@H]2CCN(C(=O)c3cccs3)[C@@H]2C(=O)N1c1ccc(Oc2ccccc2)cc1 | i
CC(C)n1cnnc1CC1CCCN(S(=O)(=O)c2ccc3c(c2)C(C)(C)C(=O)N3)C1 (stereo unspecified) | -19%
COc1cc(-c2cc3n(C)c(C)c(CCC(=O)O)c(=O)n3n2)cc(OC)c1OC | ?
Cc1ccc(NC(=O)C(=O)NCC(c2cccnc2)N2CCOCC2)cc1 (stereo unspecified) | 7%
COc1ccc(CN(C)C2CCCN(CCc3ccccc3)C2)c(OC)c1OC (stereo unspecified) | i
O=C(NCc1cccc(F)c1)C1CCc2sc(C(=O)N3CCCCC3)cc2C1 (stereo unspecified) | ?
COc1ccc(-n2cc(C(=O)N(CCN(C)C)Cc3ccccc3)c3ccccc3c2=O)cc1 | ?
CCc1nc(-c2c3n(c(=O)n(CC(=O)Nc4cccc(OC)c4)c2=O)CCCCC3)no1 | i
Cc1ccc(-c2nc(C)c(C(=O)Nc3ccc4c(c3)C(=O)N3CCC[C@H]3C(=O)N4)s2)cc1 | -12%
c1cc(-c2cc3c(ccn3Cc3ccncc3)c(N3CCOCC3)n2)cc(N2CCOCC2)c1 | i
Cn1cnc(S(=O)(=O)N2CCCCC2c2nc(C3CC3)n[nH]2)c1 (stereo unspecified) | 9%
CC#CCn1cc2c3c(cccc31)[C@H](CC(C)C)N[C@H](C(=O)N1CCN(C(C)=O)CC1)C2 | ?
O=C(NCc1ccccc1Cl)c1cc(-c2ccccc2)n[nH]1 | -2%
O=C1CC(c2ccc(F)cc2F)c2cc3c(cc2N1)OCO3 (stereo unspecified) | -22%
O=C1Cc2c(-c3cccc4ccccc34)n[nH]c2CN1CCc1ccncc1 | ?
CCC(C(=O)NCc1nnc2c(-c3nc(C(C)C)no3)cccn12)c1ccccc1 (stereo unspecified) | i
Cc1ncnc(N2CCC(N3CCCC(C(=O)NCc4ccccn4)C3)CC2)c1C (stereo unspecified) | -4%
CC(=O)N1CCC(C2CCN(S(=O)(=O)c3ccccc3Cl)C2)CC1 (stereo unspecified) | -12%
CN1C(=O)C(CC(=O)N2CCCCC2)=C2CCCCC21 (stereo unspecified) | i
COC(=O)c1ccc(NC(=O)CSc2ccc(-c3sc(-c4ccccc4)nc3C)nn2)cc1 | 13µM*
Cc1noc([C@@H]2CN(C(=O)Cc3cccc4ccccc34)C[C@H]2CO)n1 | -18%
CN(Cc1cccnc1)C(=O)CC(c1ccccc1)c1ccc(Cl)cc1 (stereo unspecified) | ?
CNC(C)c1ccc(F)cc1 (stereo unspecified) | -9%[44.1 µM]
CC1(COc2cccnc2)COc2ccc(C(=O)N3CC[S+](=O)([O-])CC3)cc2N1 (stereo unspecified) | -8%[44.1 µM]
CCN1CCC2(Cc3ccccc3CN(C(=O)Cc3ccc(O)cc3)C2)C1 (stereo unspecified) | -21%
COc1ccccc1NC(=O)c1c(-c2ccc(C)cc2)nnc2ccccc12 | 2%

Given tab-delimited: 13 of the compounds above
Molecule	Pf Dd2 growth
Cn1cnc(S(=O)(=O)N2CCCCC2c2nc(C3CC3)n[nH]2)c1 (stereo unspecified)	9%
CC#CCn1cc2c3c(cccc31)[C@H](CC(C)C)N[C@H](C(=O)N1CCN(C(C)=O)CC1)C2	?
O=C(NCc1ccccc1Cl)c1cc(-c2ccccc2)n[nH]1	-2%
O=C1CC(c2ccc(F)cc2F)c2cc3c(cc2N1)OCO3 (stereo unspecified)	-22%
O=C1Cc2c(-c3cccc4ccccc34)n[nH]c2CN1CCc1ccncc1	?
CCC(C(=O)NCc1nnc2c(-c3nc(C(C)C)no3)cccn12)c1ccccc1 (stereo unspecified)	i
Cc1ncnc(N2CCC(N3CCCC(C(=O)NCc4ccccn4)C3)CC2)c1C (stereo unspecified)	-4%
CC(=O)N1CCC(C2CCN(S(=O)(=O)c3ccccc3Cl)C2)CC1 (stereo unspecified)	-12%
CN1C(=O)C(CC(=O)N2CCCCC2)=C2CCCCC21 (stereo unspecified)	i
COC(=O)c1ccc(NC(=O)CSc2ccc(-c3sc(-c4ccccc4)nc3C)nn2)cc1	13µM*
Cc1noc([C@@H]2CN(C(=O)Cc3cccc4ccccc34)C[C@H]2CO)n1	-18%
CN(Cc1cccnc1)C(=O)CC(c1ccccc1)c1ccc(Cl)cc1 (stereo unspecified)	?
CNC(C)c1ccc(F)cc1 (stereo unspecified)	-9%[44.1 µM]

Some of the compounds tested, so the mix of outcomes need not match the whole.
